NSD2 HMT inh = inhibitors of human histone methyltransferase NSD2. NSD2 peptide methylation, AlphaScreen, 120 min. 310,000 tested, 0.54% active. O96028. AID 743445. inhibition, % at 12.5 µM; in the data active means inhibition above about 50%
Target sequence (O96028 whole entry, looked up): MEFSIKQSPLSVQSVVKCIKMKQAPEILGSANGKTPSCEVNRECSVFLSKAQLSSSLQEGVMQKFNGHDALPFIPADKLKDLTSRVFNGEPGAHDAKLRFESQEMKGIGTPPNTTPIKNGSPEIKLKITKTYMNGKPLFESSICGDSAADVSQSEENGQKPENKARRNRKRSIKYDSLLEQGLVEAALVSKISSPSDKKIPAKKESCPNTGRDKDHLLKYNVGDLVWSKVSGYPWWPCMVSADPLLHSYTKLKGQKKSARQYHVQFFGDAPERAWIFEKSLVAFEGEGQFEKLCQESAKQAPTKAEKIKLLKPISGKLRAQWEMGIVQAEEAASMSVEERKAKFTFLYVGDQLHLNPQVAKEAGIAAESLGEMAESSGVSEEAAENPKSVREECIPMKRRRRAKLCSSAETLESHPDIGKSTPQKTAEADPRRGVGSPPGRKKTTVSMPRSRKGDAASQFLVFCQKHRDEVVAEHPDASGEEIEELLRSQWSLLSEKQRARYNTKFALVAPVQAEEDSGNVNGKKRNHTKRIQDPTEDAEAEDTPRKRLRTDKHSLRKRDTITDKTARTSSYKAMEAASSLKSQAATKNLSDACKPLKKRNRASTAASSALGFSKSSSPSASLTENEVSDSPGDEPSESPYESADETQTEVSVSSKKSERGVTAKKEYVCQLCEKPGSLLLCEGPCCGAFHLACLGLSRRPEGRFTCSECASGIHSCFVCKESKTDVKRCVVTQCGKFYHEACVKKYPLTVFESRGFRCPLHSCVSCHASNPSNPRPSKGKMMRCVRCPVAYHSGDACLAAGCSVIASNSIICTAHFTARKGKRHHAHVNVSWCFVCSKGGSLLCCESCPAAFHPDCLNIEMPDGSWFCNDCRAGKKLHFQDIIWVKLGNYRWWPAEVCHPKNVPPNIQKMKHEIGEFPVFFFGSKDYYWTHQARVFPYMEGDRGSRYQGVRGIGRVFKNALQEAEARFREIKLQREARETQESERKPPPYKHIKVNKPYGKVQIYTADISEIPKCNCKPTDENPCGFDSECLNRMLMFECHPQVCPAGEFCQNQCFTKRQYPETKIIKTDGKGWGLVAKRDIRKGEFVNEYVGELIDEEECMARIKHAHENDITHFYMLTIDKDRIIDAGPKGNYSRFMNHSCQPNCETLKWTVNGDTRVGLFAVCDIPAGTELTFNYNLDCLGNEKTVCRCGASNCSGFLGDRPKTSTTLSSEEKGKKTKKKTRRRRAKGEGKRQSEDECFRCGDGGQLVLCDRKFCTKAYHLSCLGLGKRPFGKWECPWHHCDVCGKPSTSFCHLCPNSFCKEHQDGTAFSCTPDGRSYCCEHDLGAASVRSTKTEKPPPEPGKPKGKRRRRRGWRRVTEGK
* marks the source's active call; other numbers are inactive results. A portion of the library; the hit share may differ from the screen's.

SMILES	NSD2 HMT inh
COc1ccc(-n2nc3cc(C)c(NC(=O)C(C)C)cc3n2)cc1	-6.0
O=C(Nc1c(-c2ccccc2)nc2ncccn12)c1ccccc1	-4.1
OC(c1ccc2c(c1)OCO2)c1ncc(-c2cccc(C(F)(F)F)c2)[nH]1 (stereo not drawn)	4.1
CCOC(=O)C1(C)CCCN(C(=O)c2cccnc2)C1 (stereo not drawn)	5.0
COc1ccc(C2C(C(=O)Nc3ccc(Cl)cc3)CCC(=O)N2c2ccc(OC)cc2)cc1 (stereo not drawn)	-0.4
COc1ccc(OC)c(S(=O)(=O)N2CCCCC2C(=O)N2CCN(Cc3ccc(F)cc3)CC2)c1 (stereo not drawn)	-1.0
c1cc(C2OCCO2)cs1	45.9
Cc1c2c(n3c(nc4ccccc43)c1C#N)N(Cc1ccccn1)CC2	13.0
COC(=O)CCCCC1=CCC2C(=O)C=C(O)C2C1 (stereo not drawn)	62.2*
CC(=O)Nc1cnc(-c2ccccc2C(C)=O)cn1	-2.8
CC1(C(=O)Nc2cnc3ccccc3c2)CCN1CCOc1ccccc1 (stereo not drawn)	-4.5
CC1(C(=O)NS(=O)(=O)c2cccc(OC(F)F)c2)CCN1C(=O)CC1CCCC1 (stereo not drawn)	1.1
COc1cccc(C(C)(O)c2nc(-c3ccccc3C)cs2)c1 (stereo not drawn)	-1.2
O=C1C=CC(O)C2(CO)OC12 (stereo not drawn)	4.0
COc1ccc2[nH]c3c(c2c1)CNCC3	6.5
CC(=O)N1CCCN(S(=O)(=O)c2ccc3c(c2)n(C)c(=O)c(=O)n3C)CC1	9.4
CCCS(=O)(=O)NC(=O)C1(C)CCN(C(=O)/C=C/c2ccccc2)C1 (stereo not drawn)	0.8
O=C1CC(=O)OC(c2ccc([N+](=O)[O-])cc2)O1	-0.7
CN1C2=N[C@@H](c3ccc4c(c3)OCO4)CC(=O)N2/C(=C\c2ccccc2)[C@H]1c1ccccc1	-0.3
O=S(=O)(c1ccccc1F)n1c(CN2CCOCC2)nc2ccccc21	-6.4
CCCNC(=O)C1(C)CCCN(C(=O)c2ccc(F)c(Cl)c2)C1 (stereo not drawn)	-2.8
CN(CC(=O)C(C(N)=O)c1ccccc1)c1ccccc1 (stereo not drawn)	2.0
COc1ccc(C=CC(=O)c2c(N)n(C)c(=O)n(C)c2=O)cc1	6.2
CCN(CC)c1ncnc2c1ncn2[C@H]1CN(CCOC)C[C@@H](CO)O1	4.9
COc1ccc2oc3cc(Cl)ccc3c(=O)c2c1	-2.7
Carrying on.
SMILES	NSD2 HMT inh
Nc1ncnc2c1ncn2[C@@H]1O[C@H](C(=O)N[C@@H](CCc2ccccc2)C(=O)NCC(=O)N2CCOCC2)[C@@H](O)[C@H]1O	-3.2
Cc1ccc(Nc2n[nH]c(=S)s2)cc1	-0.6
CC(C)(C)c1ccc(CC(=O)N2CCC2(C)C(=O)NS(=O)(=O)c2cccc(F)c2)cc1 (stereo not drawn)	-2.6
CC(=O)OCCN1c2ccccc2Sc2cnccc21	-0.2
O=C(NCc1c(F)cccc1F)C1CCC(CNS(=O)(=O)c2cccc3cccnc23)CC1 (stereo not drawn)	6.3
COc1ccc(OC)c(C(O)c2ncc(-c3ccc(C(F)(F)F)cc3)[nH]2)c1 (stereo not drawn)	0.9
COc1ccc(-c2cc(C(=O)NCc3cccc(C(F)(F)F)c3)[nH]n2)c(C)c1	-1.0
Cc1ccccc1S(=O)(=O)NC(=O)C1(C)CCN1C(=O)c1cccc2ccccc12 (stereo not drawn)	-1.8
CCN(CC(=O)Nc1ccc(NC(C)=O)cc1)C(=O)c1ccc(Sc2nncn2C)c([N+](=O)[O-])c1	-6.8
OC(c1ccccc1)c1nc(-c2cc(F)cc(F)c2)cs1 (stereo not drawn)	16.0
CC(C)C(=O)N1CCC1(C)C(=O)NCc1cc(Cl)ccc1F (stereo not drawn)	-0.8
O=C(CN1CCN(S(=O)(=O)c2ccc3c(c2)OCCCO3)CC1)N1CCc2ccccc21	2.6
COCCNC(=O)C1(C)CCCN(Cc2cc(-c3ccccc3)on2)C1 (stereo not drawn)	-1.1
O=C(C(=O)N1CCC(CNS(=O)(=O)c2ccc(C(F)(F)F)cc2)CC1)c1cccs1	-3.6
CCOC(=O)c1ccc(S(=O)(=O)N2CCC(N3CCCCCC3)CC2)cc1	2.1
Cc1noc(C)c1C(=O)OC(C)C(=O)c1c[nH]c2ccccc12 (stereo not drawn)	-0.7
COc1ccc(/C=C2\SC(=Nc3ccccc3Cl)NC2=O)c(OC)c1	2.4
COC(=O)c1ccc(CNC(=O)COC(=O)/C=C/c2cccc(OC)c2)cc1	-0.7
O=C(Nc1cccc([N+](=O)[O-])c1)OCc1ccc2c(c1)OCO2	2.4
COc1cccc(NC(=O)C2(C)CCN2CC2CCCCC2)c1 (stereo not drawn)	-2.4
CC(=O)Nc1cc(-c2ccccc2CN(C)C)cn2c(-c3ccc(C(C)=O)cc3)cnc12	10.4
CC(=O)NCCNc1nc2cc(-c3cccc(C(F)(F)F)c3)sc2c(=O)n1C	-1.5
CCCNC(=O)C1(C)CCCN(Cc2cccs2)C1 (stereo not drawn)	0.0
CC(C)(C)c1ccc(C(=O)Nc2cc(Cl)c(Br)cc2C(=O)O)cc1	26.2
COc1ccc(C2C(C(=O)Nc3ccc(C)c(C)c3)CCC(=O)N2c2ccc(OC)cc2)cc1 (stereo not drawn)	-0.7
Continued:
SMILES	NSD2 HMT inh
CCOc1cc(C=NN2CCN(Cc3ccc(C)cc3)CC2)ccc1O	49.3
O=C(Nc1ccc(F)c(Cl)c1)C1Cc2c(-c3ccc4c(c3)OCO4)ccnc2O1 (stereo not drawn)	-0.1
CN(CC(=O)Nc1cccc(F)c1)C(=O)c1cccc(S(=O)(=O)N2CCN(Cc3ccccc3)CC2)c1	-3.8
CN(C)c1ccc2c(=O)c3ccccc3oc2n1	9.2
O=C(NCC1CC1)c1cccs1	-4.1
Cc1n[nH]c(C)c1S(=O)(=O)NCCc1ccccc1F	-6.9
Cc1cc(Br)ccc1OCc1nnc(-c2ccccc2)o1	-2.6
O=C(COc1ccc(Cl)cc1Cl)NC1CC1	-0.2
CC1(C(=O)N2Cc3ccccc3C2)CCN1C(=O)C1(c2ccccc2)CC1 (stereo not drawn)	-0.7
O=[N+]([O-])c1ccc(N2CCCC2)c([N+](=O)[O-])c1	8.9
COc1ccc(S(=O)(=O)N2CCN(C(=O)CSc3nc4ccccc4nc3N3CCCCC3)CC2)cc1	3.8
Cn1c(=O)c2cc(NC(=S)NC3CCCCC3)ccc2n1Cc1ccc(Cl)cc1	-3.5
N#CC1(NC(=O)COC(=O)Cc2c[nH]c3ccccc23)CCCCC1	-4.3
CC(=O)c1cc2c(cc1NC(=O)CSc1ncccn1)OCO2	-1.9
Cc1oc(-c2cccs2)cc1C(=O)N1CCCC(C)(C(=O)O)C1 (stereo not drawn)	-1.9
Cc1ccc(/C=C2/SC(=S)N(CCC(=O)N3CCN(c4ccccc4)CC3)C2=O)cc1	-0.5
CCCCNC(=O)NS(=O)(=O)c1ccc(NC(=O)CSc2nnc(-c3ccc(Cl)cc3)n2N)cc1	1.1
c1ccc2c(c1)oc1c(-c3cccc4nccn34)cccc12	-2.0
Cc1ccccc1N1CCN(C(=O)CCn2nnc3ccccc32)CC1	1.2
CC1(C(=O)NS(=O)(=O)c2ccccc2Cl)CCN1C(=O)CC(c1ccccc1)c1ccccc1 (stereo not drawn)	-2.6
Cc1noc(C)c1C(=O)N1CCC1(C)C(=O)NS(=O)(=O)c1ccc(C#N)cc1 (stereo not drawn)	7.8
Cc1ccc(C)c(S(=O)(=O)Nc2ccc(C(=O)NCCCN(C)C)cc2)c1	0.0
OC(c1cccc(Cl)c1)c1nc(-c2ccc3c(c2)OCO3)cs1 (stereo not drawn)	0.8
CC1(C(=O)NS(=O)(=O)c2cccc(F)c2)CCN1C(=O)c1cccc2ccccc12 (stereo not drawn)	2.2
CC(C)c1ccc(NC(=O)C2Cc3c(-c4ccc(Cl)cc4)ccnc3O2)cc1 (stereo not drawn)	32.8
Following part.
SMILES	NSD2 HMT inh
C/C=C/C(=O)N1CCC(C(=O)NC2CCCc3ccccc32)CC1 (stereo not drawn)	1.9
Cc1cc(NS(=O)(=O)c2ccc(NC(=O)CSc3nnc(SCc4ccc(F)cc4)s3)cc2)nc(C)n1	1.7
O=C(NCCO)c1ccc(-c2ccc3nncn3c2)cc1	11.2
CCNC(=S)Nc1ccc2c(c1)c(=O)n(C)n2Cc1cccc(C(F)(F)F)c1	0.5
COc1cc(CN2C[C@@H](CO)O[C@@H](n3cnc4c(NC5CCC5)ncnc43)C2)cc(OC)c1OC	2.6
C#CCNC(=O)C[C@H]1C[C@@]2(C(=O)OC)C(=C[C@H](C(C)(C)C)O[C@@H]2C)N(Cc2ccccc2)C1=O	0.7
COc1cc(OC)cc(-c2csc(N3CCC(C(N)=O)CC3)n2)c1	3.6
CC1(C(=O)NS(=O)(=O)C2CC2)CCCN(C(=O)c2c(F)cccc2F)C1 (stereo not drawn)	-0.3
CC1(C(=O)O)CCCN1C(=O)c1cc2ccccc2s1 (stereo not drawn)	-9.3
C=CCN(CC=C)C(=O)C1c2ccccc2Oc2ccccc21	-7.8
CCC(=O)N1CCC1(C)C(=O)Nc1ccc2nc(C)ccc2c1 (stereo not drawn)	0.0
CC1CCCC(NC(=O)c2cccc(S(=O)(=O)N3CCOCC3)c2)C1C (stereo not drawn)	1.4
CC1(C(=O)NCc2ccc(C(F)(F)F)cc2)CCN1Cc1ccc(-c2ccccc2)o1 (stereo not drawn)	-1.8
CC1(C(=O)NCc2cccc3ccccc23)CCN1Cc1ccc(-c2ccccc2)o1 (stereo not drawn)	-0.4
CCCC[C@@H]1CNC(=O)C(=O)N1CCCCC1CCCCC1	1.7
CCCCN1C(=O)C(CC(=O)NCCN2CCOCC2)CC(C(=O)N2CCCCCC2)=C1C (stereo not drawn)	4.2
CCNC(=O)C1CCCN(C(=O)Cc2ccc3ccccc3c2)CC1 (stereo not drawn)	-1.3
OC[C@H]1O[C@@H](c2nc(-c3nc(-c4ccc(F)cc4)no3)cs2)[C@H](O)[C@@H]1O	4.7
COc1ccccc1N1CCN(S(=O)(=O)CCNC(=O)C(C)Oc2ccccc2)CC1 (stereo not drawn)	-2.7
COCCNC(=O)C1(C)CCCN(C(=O)COc2ccccc2)C1 (stereo not drawn)	-2.2
CCN1CCCC1CNC(=O)c1ccc2c(c1)NC(=O)/C(=C\c1ccccc1Cl)S2 (stereo not drawn)	12.6
COCCN1C[C@@H](CO)O[C@@H](n2cnc3c(N4CCCC4)ncnc32)C1	-11.5
O=C(CCc1nc2sc3c(c2c(=O)[nH]1)CCCC3)NCCc1ccc(Cl)cc1	-6.2
CCCCC(=O)N(C)c1c(CC)nc2c(OCc3cccc(Cl)c3)cccn12	-1.9
CCCc1cc(=O)n2[nH]c(C)c(-c3ccccc3OC)c2n1	-0.3

Part of the list above, reformatted:
Compound,NSD2 HMT inh
C=CCN(CC=C)C(=O)C1c2ccccc2Oc2ccccc21,-7.8
CCC(=O)N1CCC1(C)C(=O)Nc1ccc2nc(C)ccc2c1 (stereo not drawn),0.0
CC1CCCC(NC(=O)c2cccc(S(=O)(=O)N3CCOCC3)c2)C1C (stereo not drawn),1.4
CC1(C(=O)NCc2ccc(C(F)(F)F)cc2)CCN1Cc1ccc(-c2ccccc2)o1 (stereo not drawn),-1.8
CC1(C(=O)NCc2cccc3ccccc23)CCN1Cc1ccc(-c2ccccc2)o1 (stereo not drawn),-0.4
CCCC[C@@H]1CNC(=O)C(=O)N1CCCCC1CCCCC1,1.7
CCCCN1C(=O)C(CC(=O)NCCN2CCOCC2)CC(C(=O)N2CCCCCC2)=C1C (stereo not drawn),4.2
CCNC(=O)C1CCCN(C(=O)Cc2ccc3ccccc3c2)CC1 (stereo not drawn),-1.3
OC[C@H]1O[C@@H](c2nc(-c3nc(-c4ccc(F)cc4)no3)cs2)[C@H](O)[C@@H]1O,4.7
COc1ccccc1N1CCN(S(=O)(=O)CCNC(=O)C(C)Oc2ccccc2)CC1 (stereo not drawn),-2.7
COCCNC(=O)C1(C)CCCN(C(=O)COc2ccccc2)C1 (stereo not drawn),-2.2
CCN1CCCC1CNC(=O)c1ccc2c(c1)NC(=O)/C(=C\c1ccccc1Cl)S2 (stereo not drawn),12.6
COCCN1C[C@@H](CO)O[C@@H](n2cnc3c(N4CCCC4)ncnc32)C1,-11.5
O=C(CCc1nc2sc3c(c2c(=O)[nH]1)CCCC3)NCCc1ccc(Cl)cc1,-6.2
CCCCC(=O)N(C)c1c(CC)nc2c(OCc3cccc(Cl)c3)cccn12,-1.9
CCCc1cc(=O)n2[nH]c(C)c(-c3ccccc3OC)c2n1,-0.3

(next part)
SMILES	NSD2 HMT inh
O=C(/C=C(\Nc1cc(Cl)c(Cl)c(Cl)c1)c1ccccc1)c1ccccc1	-0.4
Nn1c(SCC(=O)Nc2nccs2)nnc1-c1cc(-c2ccccc2)n[nH]1	-1.5
CNc1ccc(-c2ccccc2CO)cn1	-0.9
COc1ccc(C(=O)NCC2CCCN2S(=O)(=O)c2ccccc2)cc1OC (stereo not drawn)	-1.9
CC1(C(=O)NCCc2ccccc2)Cc2c(-c3ccc4c(c3)OCO4)ccnc2O1 (stereo not drawn)	1.9
COc1ccc(CN(CCN2CCOCC2)C(=O)c2cc(Cl)ccc2F)cc1OC	-0.6
Cc1ccc(C(O)c2ncc(-c3ccc(Cl)cc3)[nH]2)cc1 (stereo not drawn)	-1.3
COC(=O)c1cccc(CN2C(=O)C(C)Sc3cc(Cl)ccc32)c1 (stereo not drawn)	0.5
CCOC(=O)c1cc2c(OC)c(OC)ccc2c2[nH]cc(C#N)c(=O)c12	6.3
O=S1(=O)CCN(C2CCCCCCCCCCC2)CC1	0.0
CC(C)(C)c1cc(NC(=O)C2(C)CCN2C(=O)C2(c3ccccc3)CCCC2)no1 (stereo not drawn)	1.0
O=C(COc1ccccc1)NC(=S)Nc1cccc2c(O)cccc12	3.6
Cc1ccc(S(=O)(=O)N2CC3(O)CN(C(=O)OC(C)C)N(C(=O)OC(C)C)CC3(OC(=O)NC3CC3)C2)cc1 (stereo not drawn)	-1.9
CC1(C(=O)NS(=O)(=O)c2ccc(Cl)cc2)CCN1C(=O)CCc1cccs1 (stereo not drawn)	-2.3
COc1ccccc1CNc1nc(Nc2ccccc2OC)c2sccc2n1	-0.4
NC(=O)c1cccc(-c2ccnc3c2CC(C(=O)NCc2cccc(Cl)c2)O3)c1 (stereo not drawn)	0.2
O=C(NCc1ccccc1)c1cc(C2CCCN(C(=O)c3ccc4c(c3)CCO4)C2)on1 (stereo not drawn)	0.5
CCOC(=O)C1(C)CCCN1C(=O)c1cccc2ccccc12 (stereo not drawn)	-1.4
